NCI-60 one-dose screen, 48 h, at 10 µM unless noted. Numbers give growth in % (100 = growth as untreated, 0 = no growth, -100 = all killed).
EKVX: EKVX NSCLC; 3% of 71,000 active
SR: SR leukemia cells; 8.7% of 73,000 active; AID 1794780
MOLT-4: MOLT-4 leukemia cells; 6.9% of 80,000 active
CCRF-CEM: CCRF-CEM leukemia; AID 1794778; 7% of 77,000 active
RPMI-8226: RPMI-8226 leukemia cells; 7.5% of 77,000 active
HOP-62: HOP-62 NSCLC; 3.9% of 80,000 active; AID 1794735
HOP-92: HOP-92 NSCLC cells; AID 1794738; 6.3% of 71,000 active
A549/ATCC: A549/ATCC NSCLC | 3.7% of 81,000 active
The depositor's hits bear a star; . = not tested or not shown; & = joins results of further samples; ! = repeats disagree. Rule for the calls: active = growth percent below 10; inactive = the rest.

SMILES	EKVX	SR	MOLT-4	CCRF-CEM	RPMI-8226	HOP-62	HOP-92	A549/ATCC
COc1c(N)c2c(c([N+](=O)[O-])c1OC)C(=O)OC2	111	91	81	96	100	107	92	96
COc1cc(OC)c2oc(=O)cc(-c3nc4cc(Cl)c(F)cc4s3)c2c1	.	62	76	70	56	91	.	66
CC(=O)n1nc(-c2ccc(C)cc2)cc1-c1ccccn1	99	110	115	112	104	103	98	99
C=C(C)[C@@H]1CC[C@]2(C#N)CC[C@]3(C)[C@H](CC[C@@H]4[C@@]5(C)Cc6c([nH]c7ccccc67)C(C)(C)[C@@H]5CC[C@]43C)[C@@H]12	94	92	89	98	103	103	88	101
CCN(CC)CC(OC)C(O)COC (stereo not given)	112	98	98	102	109	102	88	94
Oc1ccc2ccccc2c1.[Cu+2]	.	96	99	96	.	102	102	109
Cc1ccc2cc(CC(=O)NCCc3c[nH]c4ccccc34)oc2c1	93	109	103	63	92	90	86	95
CCn1c(Cn2nc(Cc3ccc([N+](=O)[O-])cc3)c3onc(C)c3c2=O)n[nH]c1=S	99	97	107	98	97	95	105	100
NC(=O)NC(=O)Cc1ccc([N+](=O)[O-])cc1	108	111	97	103	108	94	108	89
CC/C=C\C/C=C\C/C=C\CCCCCCCCOc1ccc(CCOP(=O)(O)OCC[N+](C)(C)C)cc1	104	104	115	97	.	117	115	102
CCOC(=O)C1=NC(CO)C(=O)N(c2ccccc2)N1 (stereo not given)	100	88	102	103	113	103	102	104
COCOc1cc2oc(C(=O)N[C@@H](Cc3ccccc3)C(O)C(=O)NCc3ccccc3)c(C)c(=O)c2cc1OCOC (stereo not given in full)	107	.	97	104	99	72	14	59
Cc1nc2ccccc2nc(=O)c1NNc1ccccc1	120	81	74	96	124	88	99	91
Brc1ccc(-c2n(Cc3ccc4ccccc4c3)c(-c3ccccc3)c(-c3ccccc3)[n+]2Cc2ccc3ccccc3c2)cc1	-87*	-37*	-5.9*	-10*	-38*	-83*	.	-89*
O=C(CCN1CCN(CCC(=O)c2ccc(Cl)cc2)CC1)c1ccc(Cl)cc1	101	112	100	98	56	106	98	98
COc1cc(C(=O)Cn2nnnc2C(=O)c2ccccc2)cc(OC)c1OC	104	125	99	116	105	93	105	107
Cc1cc(=O)n2cn[nH]c2n1	110	116	56	.	48	87	100	119
O=C(O)c1cc2cc([N+](=O)[O-])ccc2s1	103	86	94	98	101	101	.	100
CCN1[C@@H]2CC[C@H]1/C(=C\c1ccc(Cl)cc1)C1=C2[C@@H](c2ccc(Cl)cc2)C(C#N)=C(N)O1	95	70	64	64	50	71	65	65
O=C(Cn1cc(CSc2nc3ccccc3o2)nn1)Nc1ccc(F)c(Cl)c1	111	111	105	105	118	104	115	105
Ic1nc(N=Nc2ccccc2)[nH]c1I	109	59	89	82	62	.	92	102
CC(=O)Oc1cccc(C)c1[N+](=O)[O-]	101	85	98	99	100	98	95	109
Cc1nc(-c2ccc(Cl)cc2)ccc1-c1nnc(SCC(=O)c2ccccc2)o1	54	100	90	103	102	93	89	106
Cc1ccc(/C=C(/C#N)c2nc3ccccc3s2)cc1	97	.	81	94	87	97	66	94
Nc1cc(=O)[nH]c(SCC(=O)Nc2nc(-c3ccc(Cl)cc3)cs2)n1	108	94	73	92	89	110	93	101

Reprinted from the part before: 2 entries, followed by the next part.
SMILES	EKVX	SR	MOLT-4	CCRF-CEM	RPMI-8226	HOP-62	HOP-92	A549/ATCC
Cc1ccc(/C=C(/C#N)c2nc3ccccc3s2)cc1	97	.	81	94	87	97	66	94
Nc1cc(=O)[nH]c(SCC(=O)Nc2nc(-c3ccc(Cl)cc3)cs2)n1	108	94	73	92	89	110	93	101
Nc1ncnc2c1c(-c1cccc(Cl)c1)nn2CC(=O)N1CCOCC1	104	116	110	102	108	109	105	100
ONC(=NCc1ccccc1)c1ccccc1	100	88	88	95	.	.	106	100
CCOC(=O)CCc1ccco1	104	82	106	124	108	96	106	103
CC(C)CNC(=O)/C=C\C(=O)O	125	95	97	94	87	104	108	102
CC1Cc2c([nH]c(=O)n(-c3ccccc3)c2=O)O1 (stereo not given)	92	.	95	.	120	.	72	103
Nc1nc(Nc2ccccc2)nn1Cc1c(Cl)cccc1Cl	20	25	19	26	27	61	-17*	43
CC(=O)Nc1ccc(-c2cn(-c3cccc(C(=O)Nc4cccc(C(F)(F)F)c4)c3)nn2)cn1	110	75	85	104	103	99	98	101
O=C(/C=C(/C=C/c1cc2ccccc2s1)OB(F)F)/C=C/c1cc2ccccc2s1	99	67	99	90	90	98	85	91
O=C1c2cccc3cccc(c23)C(=O)N1CC#Cc1ccc2c3c(cccc13)C(=O)N(CCN1CCNCC1)C2=O	104	2.2*	6.7*	7.7*	8.7*	110	88	109
N#C/C(=C\c1ccc([N+](=O)[O-])cc1)C(N)=O	107	104	105	97	102	98	115	107
O=[N+]([O-])c1ccc(/C=N\NC(=S)Nc2ccc(F)cc2)cc1	102&92	100	99&87	-3.9*!	85&100	95&105	76&107	91&82
Cc1ccc(NC(=O)C2CCC(CN3CCN(C)CC3)CC2)cc1Nc1nccc(-c2cccnc2)n1 (stereo not given)	98	91	90	109	97	105	86	114
CCCc1oc2ccccc2c(=O)c1C(=O)c1ccc(OC)cc1	98	148	165	73	77	93	.	96
COc1ccc(C2CC(=O)C=C3c4ccc(OC)cc4CCC32)cc1 (stereo not given)	.	89	84	87	89	.	85	97
COc1cc(CNC(=O)C[C@H](C)CCC=C(C)C)ccc1OCc1cn(-c2ccccc2F)nn1	78	73	75	97	82	47	4.6*	81
Cc1cc(N[C@@H]2CCC[C@H](Nc3ccnc4cc(Cl)ccc34)C2)nc(N2CCCCCC2)n1	7.6*	-57*	-19*	-23*	-52*	-70*	-78*	-49*
CSC(=Nc1ccc(N(C)C)cc1)NC#N	.	85	93	105	100	101	103	112
COc1cc2nc(Cl)nc(Nc3cccc(C(C)=O)c3)c2cc1OC	91	79	88	94	80	99	83	100
COc1ccc(/C=C2\C(=O)N=C3N2NC(c2cc(Br)ccc2O)C=C(C)N3c2ccccc2)cc1 (stereo not given)	105	102	97	100	91	108	94	96
COc1cc(/C=C/C(=O)Nc2ccc3c(c2)/C(=C\c2cccn2C)C(=O)N3)cc(OC)c1OC	.	16	51	32	-18*	46	.	37
CC(C)(C)c1ccc(CCO)cc1	90	.	99	87	112	98	100	103
Oc1ccc2ccccc2c1CNc1ccccc1	92	84	87	78	88	.	80	97
COC(CCc1ccccc1)OC	105	97	107	101	115	99	.	104
C=C(C)[C@@H]1CC[C@]2(C(=O)N3CCN(CC)CC3)CC[C@]3(C)[C@H](CC[C@@H]4[C@@]5(C)CCC(=O)C(C)(C)[C@@H]5CC[C@]43C)[C@@H]12	104	71	74	99	85	104	99	103
O=C(c1ccccc1)c1c(/C=C/c2ccc(Br)cc2)nc2ccccc2c1/C=C/c1ccccc1	92	.	92	96	103	98	85	95

(further entries)
SMILES	EKVX	SR	MOLT-4	CCRF-CEM	RPMI-8226	HOP-62	HOP-92	A549/ATCC
O=C1c2cccc3cccc(c23)C(=O)N1CC#Cc1ccc2c3c(cccc13)C(=O)N(CCO)C2=O	76	71	62	81	74	84	86	97
CC(=O)Nc1cc(C)cc(C)n1	103	.	.	107	107	112	.	107
C/C(=N\NC(=O)Nc1ccccc1)c1nnn(-c2ccc([N+](=O)[O-])cc2)c1C	103	100	103	105	102	111	120	107
CN(C)c1ccc(/C=N\NC(=O)c2ccc3nc(-c4ccc([N+](=O)[O-])cc4)[nH]c3c2)cc1	107	88	77	78	87	110	99	113
COc1ccc(C2OC(c3cc(-c4cc5ccccc5o4)nn3-c3ccccc3)=NN2C(C)=O)cc1 (stereo not given)	94	93	83	96	101	91	74	102
Cc1nn(-c2ccccc2)c(N2CCOCC2)c1-c1nc2ccccc2[nH]1	94	93	105	104	99	86	89	104
OB1c2ccccc2NC(=S)N1c1cc(C(F)(F)F)cc(C(F)(F)F)c1	.	108	92	.	54	80	28	41
NS(=O)(=O)c1cccc(Nc2nc(SCC(=O)c3ccc(Cl)cc3)nc3ccccc23)c1	77	59	83	86	65	36	25	80
CCc1c(Cl)c(C)c(Cl)c(O)c1Cl	107	120	109	127	123	96	64	94
Cc1ccc2c(c1)C(=O)/C(=C/c1c([N+](=O)[O-])ncn1C)O2	.	62	82	91	102	102	.	99
COc1ccc2c(c1)c(/C=N/Nc1ccc3ccccc3n1)cn2C	53	-17*	-27*	11	-27*	38	.	15
O=C(Nc1cccc(-c2ccc(Cl)c(C(F)(F)F)c2)c1)C1CCN(Cc2cccc3cccnc23)CC1	35	-26*	-9.7*	4.1*	-27*	62	30	-31*
COc1ccc(/C(C)=C(\c2ccc(Cl)cc2)c2ccc(OCCCN(C)C)cc2)cc1	89	0.7*	56	53	26	101	62	47
COC(=O)C1CC23C=CCN4CCC5(c6ccccc6NC15C2C)C43 (stereo not given)	108	94	94	72	77	91	58	100
Cc1cc(CO)c(O)c(CO)c1	106	78	21	.	91	107	96	103
COc1ccc(C(=O)c2cc(C(=O)/C=C/c3cn(C)c4ccc(OC)cc34)c3cc(C)ccn23)cc1	95	73	90	102	110	97	85	98
COc1cc2oc(-c3ccc(NC(=O)c4cccc(C#N)c4)cc3)cc(=O)c2c(OC)c1OC	113	65	65	69	57	103	60	91
Nc1sc2c(c1-c1nnc(-c3ccccc3)o1)CCCC2	77	87	80	91	91	87	91	88
N#Cc1ccc(O)c(C2=NCC(c3cccc(Oc4ccccc4)c3)O2)c1 (stereo not given)	24	20	-0.2*	14	28	2.9*	37	-0.6*
Cc1cc(C)c(CN)cc1C	104	.	95	88	.	108	.	102
C=CCNS(=O)(=O)Cc1cc(-c2ccc(C)cc2)no1	99	98	100	104	102	101	105	95
O=C(O)CNc1ccc(O)cc1	105	115	111	103	102	.	91	103
CC(C)CCN(CCCNc1c2c(nc3ccccc13)CCCC2)CCC(C)C	.	5.8*	71	74	56	102	42	94
CN1C(=O)N(C)C2NC(N/N=C/c3ccc([N+](=O)[O-])cc3)=NC21 (stereo not given)	104	99	102	.	118	98	106	101
CC(=O)c1ccncc1	92	131	120	121	162	101	126	119
N#Cc1ncc(-c2ccc(C(F)(F)F)cc2)c(N2CCC3(CC2)OCCO3)n1	.	86	89	91	86	101	.	98

Taken from the entries so far for reference:
SMILES	EKVX	SR	MOLT-4	CCRF-CEM	RPMI-8226	HOP-62	HOP-92	A549/ATCC
COc1ccc2c(c1)c(/C=N/Nc1ccc3ccccc3n1)cn2C	53	-17*	-27*	11	-27*	38	.	15
O=C(Nc1cccc(-c2ccc(Cl)c(C(F)(F)F)c2)c1)C1CCN(Cc2cccc3cccnc23)CC1	35	-26*	-9.7*	4.1*	-27*	62	30	-31*
COc1ccc(/C(C)=C(\c2ccc(Cl)cc2)c2ccc(OCCCN(C)C)cc2)cc1	89	0.7*	56	53	26	101	62	47
COC(=O)C1CC23C=CCN4CCC5(c6ccccc6NC15C2C)C43 (stereo not given)	108	94	94	72	77	91	58	100
Cc1cc(CO)c(O)c(CO)c1	106	78	21	.	91	107	96	103
COc1ccc(C(=O)c2cc(C(=O)/C=C/c3cn(C)c4ccc(OC)cc34)c3cc(C)ccn23)cc1	95	73	90	102	110	97	85	98
COc1cc2oc(-c3ccc(NC(=O)c4cccc(C#N)c4)cc3)cc(=O)c2c(OC)c1OC	113	65	65	69	57	103	60	91
Nc1sc2c(c1-c1nnc(-c3ccccc3)o1)CCCC2	77	87	80	91	91	87	91	88
N#Cc1ccc(O)c(C2=NCC(c3cccc(Oc4ccccc4)c3)O2)c1 (stereo not given)	24	20	-0.2*	14	28	2.9*	37	-0.6*
Cc1cc(C)c(CN)cc1C	104	.	95	88	.	108	.	102
C=CCNS(=O)(=O)Cc1cc(-c2ccc(C)cc2)no1	99	98	100	104	102	101	105	95
O=C(O)CNc1ccc(O)cc1	105	115	111	103	102	.	91	103
CC(C)CCN(CCCNc1c2c(nc3ccccc13)CCCC2)CCC(C)C	.	5.8*	71	74	56	102	42	94
CN1C(=O)N(C)C2NC(N/N=C/c3ccc([N+](=O)[O-])cc3)=NC21 (stereo not given)	104	99	102	.	118	98	106	101
CC(=O)c1ccncc1	92	131	120	121	162	101	126	119
N#Cc1ncc(-c2ccc(C(F)(F)F)cc2)c(N2CCC3(CC2)OCCO3)n1	.	86	89	91	86	101	.	98

Quoted from the listing.
In HOP-92, COc1cc2oc(-c3ccc(NC(=O)c4cccc(C#N)c4)cc3)cc(=O)c2c(OC)c1OC has 60
In HOP-92, N#Cc1ccc(O)c(C2=NCC(c3cccc(Oc4ccccc4)c3)O2)c1 (stereo not given) has 37
In A549/ATCC, NS(=O)(=O)c1cccc(Nc2nc(SCC(=O)c3ccc(Cl)cc3)nc3ccccc23)c1 has 80
